CXCR6 inh: inhibitors of human CXCR6 receptor; inhibition, % at 20 µM; 360,000 tested, 0.36% active; CHO-K1 PathHunter CXCR6 beta-arrestin, luminescence; in the data active = inhibition above about 34%, passing the limit was not always enough;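 note: antagonist mode with CXCL16 agonist at 10 nM final; 0% = 10 nM CXCL16 with DMSO and 100% = unstimulated wells without agonist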
Target sequence (O00574 whole entry, looked up): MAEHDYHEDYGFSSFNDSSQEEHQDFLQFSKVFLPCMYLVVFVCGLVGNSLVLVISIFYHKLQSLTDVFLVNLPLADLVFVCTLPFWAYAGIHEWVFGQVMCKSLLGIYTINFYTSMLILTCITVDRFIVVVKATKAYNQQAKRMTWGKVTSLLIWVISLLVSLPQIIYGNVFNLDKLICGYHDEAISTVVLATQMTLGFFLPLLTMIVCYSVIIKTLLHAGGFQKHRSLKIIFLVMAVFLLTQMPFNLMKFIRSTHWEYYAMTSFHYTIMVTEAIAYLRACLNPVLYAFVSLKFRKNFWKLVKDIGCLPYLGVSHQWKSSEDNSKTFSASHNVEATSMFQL
Jurkat NFkB inh: lowers PMA/ionomycin-induced NF-kB signal in Jurkat cells; PMA/ionomycin-induced NF-kB luciferase reporter, luminescence; inhibition, % at 4 µM; 330,000 tested, 0.53% active; in the data active = inhibition above about 50%
CCR6 antag: blocks CCL20-driven beta-arrestin recruitment at human CCR6; CHO-K1 CCR6 PathHunter beta-arrestin, luminescence, CCL20-stimulated; inhibition, % at 20 µM; 340,000 tested, 0.49% active;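 active = compounds whose inhibition of the agonist-driven luminescence signal at 20 µM reaches about 50%, limit read from the data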;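 note: cells stimulated with CCL20 at 14 nM final; plate controls were DMSO with CCL20 for no effect and DMSO without agonist for full effect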
XBP1 UPR activ: activators of adaptive arm of unfolded protein response (XBP1). CHO-XBP1 luciferase reporter, IRE1-XBP1 UPR activation, luminescence; percent of tunicamycin response, DMSO as zero. activation, % at 20 µM. 330,000 tested, 0.33% active. AID 463104;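 active = versus positive control, 20 µM dose yields 30% or more activation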;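 note: 100% = tunicamycin at 10 µg/mL and 0% = DMSO only wells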
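Assay system: CHO-XBP1 luciferase reporter cells; Schedule: 6 h treatment, 37 °C; Detection: glow luminescence from Steady-Glo reagent; Benchmarks: high control tunicamycin 10 µg/mL final, low control DMSO vehicle only.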
Mdm2 MdmX PPI: inhibitors of human Mdm2/MdmX interaction; O15151+Q00987; SaOS-2 split-luciferase Mdm2/MdmX complementation, luminescence; inhibition, % at 8 µM; 330,000 tested, 3% active;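 active = inhibition of at least 50% at 8 µM in the primary screen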
697 NFkB inh: lowers PMA/ionomycin-induced NF-kB signal in 697 B cells; 697 B-cell NF-kB luciferase reporter, 16 h; inhibition, % at 4 µM; 330,000 tested, 0.33% active; in the data active = inhibition above about 35%
EBI2 block: blocks human EBI2 receptor beta-arrestin signaling; 360,000 tested, 0.81% active; inhibition, % at 5 µM; P32249; EBI2 beta-arrestin recruitment, luminescence, 7a,25-OHC stimulated; in the data active = inhibition above about 38%;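 note: enzyme fragment complementation signal reports receptor beta-arrestin coupling in cells; 0% = agonist plus DMSO wells and 100% = wells without agonist; some results beyond the cut were filed as inactive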
Target sequence (P32249 whole entry, looked up, the tested form may be a part): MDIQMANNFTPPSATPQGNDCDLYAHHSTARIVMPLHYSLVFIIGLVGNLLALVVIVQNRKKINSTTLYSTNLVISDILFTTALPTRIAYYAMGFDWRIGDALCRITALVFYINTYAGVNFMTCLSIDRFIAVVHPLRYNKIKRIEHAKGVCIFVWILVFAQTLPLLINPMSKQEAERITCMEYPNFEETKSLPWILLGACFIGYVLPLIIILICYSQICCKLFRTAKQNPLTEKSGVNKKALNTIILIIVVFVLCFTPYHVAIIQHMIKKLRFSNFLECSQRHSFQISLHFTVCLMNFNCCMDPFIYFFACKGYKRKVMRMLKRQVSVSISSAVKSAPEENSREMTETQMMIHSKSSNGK
Gli-Sufu block: blocks Gli-Sufu signaling in a luciferase reporter | Sufu-KO-LIGHT fibroblasts, Gli luciferase reporter luminescence | inhibition, % at 5 µM | 340,000 tested, 0.74% active;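 active = inhibition above about 55%, limit read from the data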;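 note: 0% = DMSO-treated cells and 100% = wells with medium but no cells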
CHOP UPR activ: activators of apoptotic arm of unfolded protein response (CHOP). 330,000 tested, 0.34% active. activation, % at 10 µM. CHO-CHOP luciferase reporter, UPR activation, luminescence; percent of tunicamycin response over DMSO baseline;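 active = at 10 µM dose, activation of 40% or more, normalized to positive control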;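 note: 100% = tunicamycin at 10 µg/mL and 0% = DMSO alone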
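System: CHO CHOP reporter cells. Amount: 500 cells per well. Buffer or medium: F12 medium, 10% FBS. Compound dosing: one dose, 10 µM in 0.5% DMSO. Incubation: 6 h compound exposure at 37 °C after overnight seeding. Technique: Steady-Glo luciferase luminescence. Benchmarks: tunicamycin and DMSO controls.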
* marks the source's active call; other numbers are inactive results; . = no result given.

item	Molecule	CXCR6 inh	Jurkat NFkB inh	CCR6 antag	XBP1 UPR activ	Mdm2 MdmX PPI	697 NFkB inh	EBI2 block	Gli-Sufu block	CHOP UPR activ
1	COc1ccc(C(=O)C2CCCN(C(=O)c3cccs3)C2)cc1F (configuration not stated)	2	1	17	-1	20	-5	-5	-1	-1.0
2	NC(CS(=O)O)C(=O)O (configuration not stated)	4	6	-17	-5	0	11	-5	-15	-1.7
3	COCCN(C(=O)c1ccc(N2CCCC2=O)cc1)c1c(N)n(Cc2ccccc2)c(=O)[nH]c1=O	7	5	5	0	-12	16	-3	-26	-1.0
4	CCC1CCCCN1CCCNC(=O)CSc1nc2nc(C)c(Cc3ccccc3Cl)c(C)n2n1 (configuration not stated)	7	-3	8	-6	14	-2	7	19	-1.8
5	O=C1CC(C(=O)Nc2ccc(O)c(C(=O)O)c2)C(c2ccccc2)O1 (configuration not stated)	-6	0	6	-4	0	1	-4	3	-0.2
6	COc1cc(/C=N/NC(=O)CCc2n[nH]c(=O)[nH]c2=O)ccc1O	-9	16	13	2	19	10	-3	6	-2.7
7	COCCNC(=O)C1CC(=O)N(CCc2ccccc2)C1 (configuration not stated)	-9	5	3	4	-7	-9	0	3	2.1
8	COC(=O)c1c(NC(=O)CCC(=O)O)sc2c1CCCCC2	1	-21	13	1	23	-19	-10	-9	0.7
9	CC(=O)c1cc(-c2ccccc2)n(CC(=O)N2CCC(N3CCCCC3)CC2)c1C	-7	.	19	.	.	.	-11	7	.
10	COc1cc(C(CCN2CCCCC2)c2c(OC)cc(OC)c3c(-c4ccccc4)cc(=O)oc23)cc(OC)c1OC (configuration not stated)	9	43	-1	14	65*	9	-7	-8	0.2
11	Cc1nc2c(C)c(C)c(C)c(C)c2nc1C	7	10	1	-3	-34	14	4	2	3.3
12	COc1ccc(NS(=O)(=O)/C=C/c2ccccc2)cc1	8	-10	12	3	-8	9	2	37	0.9
13	CC(=O)N1CCN(C(=O)CCc2nnc(CCCCc3ccccc3)o2)CC1	4	8	-1	-1	15	5	-7	3	2.2
14	CC(C)OCCCN(C)C1CCN(S(=O)(=O)c2csc(C(N)=O)c2)CC1	-3	3	16	1	12	5	4	12	-1.7
15	CCCCOc1ccc(NC2=NC3(CCCCC3)N=C(N)N2)cc1	12	48	10	-1	30	20	-7	13	1.7
16	COc1ccc2c(c1OC)C(C1c3c(cc4c(c3OC)OCO4)CCN1C)OC2=O (configuration not stated)	-2	7	9	0	-33	-8	9	2	0.6
17	Cc1ccc(S(=O)(=O)N2CCCCC2)cc1NC(=O)Cn1ccc(C(F)(F)F)n1	0	1	-1	-1	23	20	4	26	4.0
18	CCOc1ccc(C(=O)NC(=S)Nc2ccccc2N2CCOCC2)cc1Br	11	3	38	6	28	10	36	25	1.9
19	Cc1ccc(CN2CCc3[nH]c(=O)[nH]c(=O)c3C2)cc1	0	-18	8	0	1	-14	2	16	-1.1
20	CCCc1nnc(NC(=O)CCC(=O)NCc2ccccc2)s1	2	-1	13	-2	17	-4	7	-3	1.3
21	CCN(C)c1ccc(/C=N\n2nnnc2N)cc1	-23	19	0	4	-10	-107	0	-20	1.9
22	COc1cccc(C(C)NC(=O)C2CCCC2)c1 (configuration not stated)	-1	-2	3	-4	10	0	-12	-14	0.3
23	O=C(NC(=O)c1ccccc1)NC1(C(F)(F)F)OCCO1	.	-114	.	-1	-62	-81	.	.	1.7
24	CN1CCOCCOc2ccccc2OCCOCC1	4	18	3	0	-7	12	-5	12	-1.9
25	O=C(NCCc1ccc(Cl)cc1)C1COc2ccccc2O1 (configuration not stated)	-4	-24	12	0	-28	-22	10	15	-0.6
26	O=C(NCCc1ccc2c(c1)OCO2)C1CCN(S(=O)(=O)c2ccc(Cl)cc2)CC1	-5	-9	13	-1	-1	-14	11	3	1.6
27	O=C(O)c1cc(-c2ccc(-c3ccc(F)cc3)o2)nc2ccccc12	8	13	7	-4	5	-15	2	-57	4.4
28	CCN(CC)S(=O)(=O)c1cc(C(=O)Nc2ccccn2)ccc1C	8	-85	6	1	-42	-96	8	-52	1.3
29	O=C(CCN1C(=O)c2cccc([N+](=O)[O-])c2C1=O)NC1CCCCCC1	-1	-6	3	1	-3	20	-4	-1	0.4
30	CCn1ccnc1CN(C)C(=O)C1CCC(=O)N(CCc2cccc(F)c2)C1 (configuration not stated)	-2	-2	-20	-7	15	1	2	-5	0.8

item	Molecule	CXCR6 inh	Jurkat NFkB inh	CCR6 antag	XBP1 UPR activ	Mdm2 MdmX PPI	697 NFkB inh	EBI2 block	Gli-Sufu block	CHOP UPR activ
31	CC1CC(C)CN(S(=O)(=O)c2ccc3c(c2)CC(C)N3C(=O)C2CCC2)C1 (configuration not stated)	1	-2	13	-2	12	-6	2	19	0.0
32	O=C(NC(=S)NCc1ccccc1)c1ccc2c(c1)OCO2	4	-14	11	-2	5	-30	1	-11	2.3
33	COC(=O)Cc1ccc(NC(=O)c2ccc3c(c2)C(=O)N(Cc2cccnc2)C3=O)cc1	0	10	4	-2	1	19	12	-24	-2.2
34	COc1cccc(/C=N/NC(=O)c2cc(-c3cccn3C)n[nH]2)c1O	-8	35	20	-3	53*	4	10	9	1.7
35	COc1ccc(S(=O)(=O)Nc2ccc3c(c2)OCCO3)cc1Cl	-10	2	-2	-1	18	-5	-9	5	-1.4
36	CC(=O)c1ccc(NC(=O)Nc2ccc([N+](=O)[O-])cc2C)cc1	0	-3	24	2	25	-5	2	43	0.6
37	COc1ccc(OCc2n(CC(=O)OC3CC(C)CCC3C(C)C)c3ccccc3[n+]2C)cc1 (configuration not stated)	0	13	8	36*	94*	-44	11	24	1.8
38	CSC1=NCCN1C(=O)c1ccc2ccccc2c1	2	-3	6	4	14	-15	0	2	2.2
39	Cc1nc(N2CCN(S(=O)(=O)c3ccc(F)cc3)CC2)c2c(C)c(C)sc2n1	-8	-10	3	-4	24	12	-7	-3	-0.2
40	COc1ccc(Cl)cc1C(=O)NNC(=S)NC1CCCC1	12	8	26	-2	-1	13	3	-5	-1.7
41	COc1ccc2c(=O)c(-c3nc(C)cs3)coc2c1	-2	-90	1	-4	-79	-160	0	-72	-5.0
42	Cc1ccc(-c2c(C#N)c(N)n(-c3ccccc3)c(=O)c2C#N)cc1	7	-2	15	-7	23	-7	3	3	3.5
43	COc1cccc(/C=N/NC(=O)CSc2ccccc2C)c1OC	-1	5	14	-2	8	17	3	-2	0.5
44	O=C(Cc1ccc([N+](=O)[O-])cc1)Nc1cccnc1	-6	21	-9	-4	6	17	-2	13	2.8
45	Cc1ccc(-c2noc(N=O)c2NO)cc1	-1	-8	-5	2	22	-21	8	4	0.7
46	O=C(Nc1nc(N2C(=O)c3ccccc3C2=O)n(-c2ccccc2)n1)c1ccc(Cl)cc1	-16	5	-11	-1	2	12	11	-7	0.7
47	COCCC(=O)N1CCC(Oc2ccc(C(=O)N3CCCCCCC3)cc2)CC1	2	-7	-2	-8	19	11	3	-7	-0.4
48	COc1ccccc1N1C(=O)c2ccccc2NC1C(OC)OC (configuration not stated)	1	-4	-13	0	-20	3	-7	-2	-0.2
49	O=C(NCCNC(=O)c1ccccc1Br)c1ccccc1Br	-2	2	16	-2	-11	16	-8	-8	0.3
50	CC1CC(=O)Nc2ccccc2N1S(=O)(=O)c1ccc(C#N)cc1 (configuration not stated)	2	-1	-5	2	4	0	-12	-10	0.3
51	Cc1cc(/C=C(\C#N)C(=O)NCC2CCCO2)c(C)n1-c1ccc(Cl)cc1 (configuration not stated)	7	-40	3	8	-76	-40	20	-60	4.2
52	COc1ccc(N2CC(C(=O)Nc3cccc(S(=O)(=O)N4CCCC4)c3)CC2=O)c(OC)c1 (configuration not stated)	0	-8	2	0	-4	-2	0	-6	3.9
53	Cc1oc(=O)c(NC(=O)c2cccc(Cl)c2)cc1C(=O)c1ccccc1	15	-32	4	16	-16	-22	13	-43	12
54	CCN(Cc1ccccc1)S(=O)(=O)CCNC(=O)c1ccccc1	-4	4	-7	-1	-14	-7	-9	-16	0.2
55	Cc1cc(C)nc(NC(=O)Cc2ccc([N+](=O)[O-])cc2)c1	0	10	7	-3	6	-10	4	-5	0.5
56	CCC(CC)C(=O)Nc1ccc(C(=O)c2ccccc2)cc1	-6	-17	18	0	30	-10	8	-28	3.7
57	COc1ccc(OCC(O)CN(C)C(=O)C(C)Oc2ccccc2)cc1 (configuration not stated)	8	0	5	-5	14	-6	19	25	0.2
58	O=C(CN1CCCCCC1)N/N=C/c1cccs1	0	-5	-1	1	-10	12	-11	1	1.0
59	CC1=C/C(=N\N=C2\NC(=O)C(CC(=O)Nc3ccccc3F)S2)CC(C)(C)C1 (configuration not stated)	7	-4	7	-1	-41	-3	1	-4	2.9
60	CN1OC[C@@H]2CN(Cc3ccccc3)[C@H](c3cccc(-c4ccc(C#N)cc4)c3)C[C@@H]21	9	.	19	.	.	.	0	-10	.
61	COc1ccccc1/C=C/C(=O)N1CCN(S(=O)(=O)c2cccs2)CC1	3	-6	2	1	30	0	33	-6	0.1

Gathered by group, those above with fluorine (seven)
item	Molecule	CXCR6 inh	Jurkat NFkB inh	CCR6 antag	XBP1 UPR activ	Mdm2 MdmX PPI	697 NFkB inh	EBI2 block	Gli-Sufu block	CHOP UPR activ
1	COc1ccc(C(=O)C2CCCN(C(=O)c3cccs3)C2)cc1F (configuration not stated)	2	1	17	-1	20	-5	-5	-1	-1.0
17	Cc1ccc(S(=O)(=O)N2CCCCC2)cc1NC(=O)Cn1ccc(C(F)(F)F)n1	0	1	-1	-1	23	20	4	26	4.0
23	O=C(NC(=O)c1ccccc1)NC1(C(F)(F)F)OCCO1	.	-114	.	-1	-62	-81	.	.	1.7
27	O=C(O)c1cc(-c2ccc(-c3ccc(F)cc3)o2)nc2ccccc12	8	13	7	-4	5	-15	2	-57	4.4
30	CCn1ccnc1CN(C)C(=O)C1CCC(=O)N(CCc2cccc(F)c2)C1 (configuration not stated)	-2	-2	-20	-7	15	1	2	-5	0.8
39	Cc1nc(N2CCN(S(=O)(=O)c3ccc(F)cc3)CC2)c2c(C)c(C)sc2n1	-8	-10	3	-4	24	12	-7	-3	-0.2
59	CC1=C/C(=N\N=C2\NC(=O)C(CC(=O)Nc3ccccc3F)S2)CC(C)(C)C1 (configuration not stated)	7	-4	7	-1	-41	-3	1	-4	2.9

Source: PubChem (Sanford-Burnham Center for Chemical Genomics)
